MRP resist rev – reverses drug resistance mediated by MRP. H69AR cells + 2 uM doxorubicin, CellTiter-Glo, 72 h. differential viability (reversal), % at 10 µM. 85,000 compounds, 0.04% hits. AID 602;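 active = viability drop by adding the cancer drug above about 55%, with treated viability meeting a 40% cutoff, limit read from the data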;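 note: viability without doxorubicin minus viability with 2 µM doxorubicin for each compound; larger differential means the compound sensitizes cells more to doxorubicin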
MRP resist rev cytotoxicity – further read-out of MRP resist rev, marked with its call; viability, %; H69AR cells, CellTiter-Glo, 72 h; measured here: cytotoxicity without doxorubicin
MRP resist rev with doxorubicin – further read-out of MRP resist rev, marked with its call; viability, %; measured here: viability with 2 uM doxorubicin; active compounds read low
* hit, by the source's call. An excerpt; count on the stated rates, not on these rows.

SMILES	MRP resist rev cytotoxicity	MRP resist rev	MRP resist rev with doxorubicin
Clc1ccc(COC(Cn2ccnc2)c2ccc(Cl)cc2Cl)cc1 (stereo not drawn)	26	-10	37
CC(C)C[C@H](NC(=O)[C@@H]1CCCN1C(=O)[C@@H](N)Cc1ccc(O)cc1)C(=O)NCC(N)=O	100	1	99
C#C[C@]1(O)CC[C@H]2[C@@H]3CCC4=CC(=O)CC[C@]4(C)[C@H]3CC[C@@]21C	96	-1	97
COC1=CC(=O)OC(/C=C/c2ccccc2)C1 (stereo not drawn)	88	1	86
C[N+]1(C)[C@@H]2CC(OC(=O)[C@H](CO)c3ccccc3)C[C@H]1[C@@H]1O[C@@H]12 (stereo partly drawn)	85	-1	86
c1ccc2cc3cc4ccccc4cc3cc2c1	101	-6	107
COc1ccc(OC)c(C(O)C(C)N)c1 (stereo not drawn)	96	-6	102

Profiles, looked up by structure. Screens in order: MRP resist rev cytotoxicity	MRP resist rev	MRP resist rev with doxorubicin
`c1ccc2cc3cc4ccccc4cc3cc2c1` is entered as 101	-6	107
`COc1ccc(OC)c(C(O)C(C)N)c1` (stereo not drawn) is entered as 96	-6	102

Some entries already given, limited to MRP resist rev.
mol	MRP resist rev
CC(C)C[C@H](NC(=O)[C@@H]1CCCN1C(=O)[C@@H](N)Cc1ccc(O)cc1)C(=O)NCC(N)=O	1
COC1=CC(=O)OC(/C=C/c2ccccc2)C1 (stereo not drawn)	1
C#C[C@]1(O)CC[C@H]2[C@@H]3CCC4=CC(=O)CC[C@]4(C)[C@H]3CC[C@@]21C	-1
